# Screening results from PubChem BioAssay.
# RGS4 inh – Inhibitors of Regulator of G Protein Signaling (RGS) 4: qHTS | 0.039% of 390,000 active | Regulator of G-protein signaling 4 (Homo sapiens), P49798 | AID 504845, 2011 | Transcreener GDP fluorescence polarization, RGS4-accelerated GTP hydrolysis | Potency, µM (top dose mostly 114 µM), for the others: at the highest dose activity change, negative = inhibition, actives largely listed as inhibitors; further: potency means the concentration at half of the fitted maximal effect; on the % scale 0 is the no-effect control and ±100 the full control effect; nearly all actives have a fitted effect of over 75% in size; some results filed as inactive show a strong effect at the top dose
#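 MLSMR compounds (23 nl, pin-transferred) preincubated 10 min at room temperature with a 500nM (2x) first reagent, then RGS4 at 900nM (2x) plus Transcreener GDP mix added; fluorescence polarization (620/688 nm) read before and after 90 min at 30 °C.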
# ERG Ets-DNA blk – qHTS for Small Molecule Inhibitors of the ERG Ets/DNA interaction. Transcriptional regulator ERG (Homo sapiens), P11308. fluorescence polarization, His-ERG Ets domain / labelled DNA. Potency, µM (titrated, usually from 76.9 µM), for inactives: top-dose FP activity, negative = inhibition, actives largely listed as inhibitors. 0.028% of 370,000 active. AID 624246, 2012; active means well fitted inhibition curve with a large enough effect in the polarisation, with a control signal flat; inconclusive means small, poorly fitted or top-dose-only effect, or effect the other way, or a change in a side signal; inactive means no such curve, though single readings can be large or run the other way; the % refers to the polarisation;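 further: polarization taken with two DNA probes labelled with fluorescein and Texas red; potency means the concentration at half of the fitted maximal effect; % of control where 0% means no effect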
#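 His-tagged ERG Ets domain (1 uM in the protein solution; 300mM KCl, 50mM Tris-HCl, 1mM EDTA, 1mM DTT, pH 7.5) received compound, then a probe mix of 5 nM fluorescein-DNA and 100nM Texas-615-DNA. Fluorescence polarization was read for both dyes.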
# LDHA inh – qHTS assay for inhibitors of human lactate dehydrogenase; AID 1347041, 2019; L-lactate dehydrogenase A chain (Homo sapiens), P00338; 0.15% of 480,000 active; activity change, % (values are at about 110 or 230 µM); purified LDHA, NADH/diaphorase-resazurin fluorescence; active compounds read low; in the data active means activity change below about -30%; inconclusive means mostly about -25% to -30%;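 further: plate controls were DMSO wells for no effect and wells without enzyme for full effect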
#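 Resorufin fluorescence (ex540/em590), read at 0 and 20 min after diaphorase/resazurin addition, reports the NADH left after a 5 min room-temperature reaction of 2 nM human LDH5 with 0.06 mM NADH and 0.2 mM pyruvate.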
# 12-LOX inh – Primary qHTS assay for inhibitors of human arachidonate 12S-lipoxygenase (ALOX12): Round 2; purified 12hLO, xylenol orange hydroperoxide absorbance; Potency, µM (series often up to 108 µM), without a hit: at the top dose activity change, negative = inhibition, actives largely listed as inhibitors; Polyunsaturated fatty acid lipoxygenase ALOX12 (Homo sapiens), P18054; 1.1% of 580,000 active; further: potency means the concentration at half of the fitted maximal effect; on the % scale 0 is the no-effect control and ±100 the full control effect
# Target sequence (P18054 whole entry, looked up): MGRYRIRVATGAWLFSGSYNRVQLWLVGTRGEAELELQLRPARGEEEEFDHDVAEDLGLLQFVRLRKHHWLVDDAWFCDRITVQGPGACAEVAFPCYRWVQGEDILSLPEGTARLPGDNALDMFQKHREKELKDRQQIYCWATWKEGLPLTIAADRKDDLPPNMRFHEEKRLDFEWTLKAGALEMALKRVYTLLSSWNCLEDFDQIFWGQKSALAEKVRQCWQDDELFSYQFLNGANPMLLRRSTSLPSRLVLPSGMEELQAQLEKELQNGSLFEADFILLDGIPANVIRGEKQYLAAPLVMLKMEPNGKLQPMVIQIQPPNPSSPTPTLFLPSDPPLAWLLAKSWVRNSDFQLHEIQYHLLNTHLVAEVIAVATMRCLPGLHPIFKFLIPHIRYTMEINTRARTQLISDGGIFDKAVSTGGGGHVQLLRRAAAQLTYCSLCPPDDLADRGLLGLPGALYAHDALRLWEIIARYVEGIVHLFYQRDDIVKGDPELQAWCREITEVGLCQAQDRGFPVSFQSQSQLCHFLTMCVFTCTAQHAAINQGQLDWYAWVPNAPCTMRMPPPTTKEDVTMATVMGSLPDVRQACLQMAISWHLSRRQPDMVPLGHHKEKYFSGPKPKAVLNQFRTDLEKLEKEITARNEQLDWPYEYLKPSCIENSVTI
#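 Hydroperoxide product was detected by ferrous iron/xylenol orange as the 573 to 405 nm absorbance ratio. Arachidonic acid at 40 uM (final) was turned over for 30 min at room temperature by 150 nM human 12hLO, pH 7.0 Hepes buffer, after 15 min compound preincubation.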
# D2 antagonist – HTS Assay for Allosteric Antagonists of the Human D2 Dopamine Receptor: Primary Screen for Antagonists; inhibition, % at 10 µM; D(2) dopamine receptor (Homo sapiens), P14416; AID 485344, 2010; 2% of 340,000 active; HEK293 TREx D2 cells, calcium flux, dopamine EC80; in the data active means inhibition above about 30%; further: 0% is about no effect
# Target sequence (P14416 whole entry, looked up): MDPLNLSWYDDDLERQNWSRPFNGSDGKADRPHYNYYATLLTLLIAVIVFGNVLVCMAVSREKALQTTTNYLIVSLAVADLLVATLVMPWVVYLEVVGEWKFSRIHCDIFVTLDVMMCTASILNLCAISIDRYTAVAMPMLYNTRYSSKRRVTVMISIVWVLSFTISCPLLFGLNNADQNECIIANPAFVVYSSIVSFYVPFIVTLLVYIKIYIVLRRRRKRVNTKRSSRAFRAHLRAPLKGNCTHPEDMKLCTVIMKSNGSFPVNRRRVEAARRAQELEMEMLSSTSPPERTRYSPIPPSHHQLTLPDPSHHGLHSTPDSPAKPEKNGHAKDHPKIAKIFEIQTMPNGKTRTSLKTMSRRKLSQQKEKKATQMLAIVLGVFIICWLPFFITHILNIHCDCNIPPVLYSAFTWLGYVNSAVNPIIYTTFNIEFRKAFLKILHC
#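 Measurement of antagonist activity uses fluorescent calcium dye in inducible HEK293 T-REx D2 cells: 10 s baseline, compound addition with 180 s read, EC80 dopamine addition with a further 180 s read.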
# Vif-APOBEC3G blk – qHTS for Inhibitors of Vif-A3G Interactions: qHTS; 0.076% of 410,000 active; DNA dC->dU-editing enzyme APOBEC-3G (Homo sapiens), Q9HC16; HeLa A3G-eYFP + Vif (tagged APOBEC3G with the HIV-1 protein that degrades it), YFP fluorescence, overnight; Potency, µM (top dose mostly 46.1 µM), for the others: top-dose activity, negative = active, actives largely listed as inhibitors; AID 602310, 2012;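 further: potency means the concentration at half of the fitted maximal effect; on the % scale 0 is the no-effect control and ±100 the full control effect; nearly all actives have a fitted effect of over 60% in size; hits raise eYFP signal because A3G escapes Vif-driven loss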
#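 HeLa cells stably expressing Vif and C-terminally eYFP-tagged A3G, seeded overnight at 37 deg C, then exposed to compound by pintool overnight at 37 deg C. Rise in yellow fluorescence (Ex 488/Em 500-530, Acumen) marks blocked Vif-driven A3G degradation.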
# GRP78 ERSR act – qHTS for Inducers of the Endoplasmic Reticulum Stress Response (ERSR) in Human Glioma: qHTS; U87-MG GRP78 promoter luciferase reporter, 16 h; Potency, µM, for the others: at the top dose activation, actives largely listed as activators; 0.02% of 420,000 active; AID 602332, 2012; further: potency means the concentration at half of the fitted maximal effect; series mostly up to about 76 µM; % of control where 0% means no effect; nearly all actives have a fitted effect of over 35% in size
#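 ERSR induction read as luciferase luminescence (Bright-Glo, 10 min at room temperature) in stably transfected human U87-MG glioma cells exposed to compounds for 16 h, using GRP78 as sensor.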
# Vif-A3F inh – qHTS for Inhibitors of Vif-A3F Interactions: qHTS | HeLa A3F-eYFP + Vif (tagged APOBEC3F with the HIV-1 protein that degrades it), YFP fluorescence increase | Potency, µM (top dose mostly 46.1 µM), without a hit: at the top dose activity, negative = active | 0.2% of 390,000 active | AID 602313, 2012; further: potency means the concentration at half of the fitted maximal effect; % of control where 0% means no effect; nearly all actives have a fitted effect of over 65% in size
#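 HeLa cells stably expressing A3F-eYFP plus Vif, plated and incubated overnight at 37 deg C, then exposed to compounds overnight at 37 deg C. Blocked degradation read as raised yellow fluorescence (Ex 488/Em 500-530).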
# D2 agonist – HTS Assay for Allosteric Agonists of the Human D2 Dopamine Receptor: Primary Screen for Agonists; D(2) dopamine receptor (Homo sapiens), P14416; AID 485358, 2010; HEK293 T-REx D2 cells, calcium flux agonist mode; activation, % at 2 µM; 0.53% of 340,000 active;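 active means activation over 3 SD above normal in the single-dose calcium agonist read, cut at about 30% in these data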; further: 0% is about no effect
#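 Tetracycline-induced HEK293 T-REx cells with force-coupled D2 receptor, plated overnight at 30 C, loaded with no-wash calcium dye. After a 10 s baseline, compound was pin-added and calcium flux read kinetically for 180 s; calcium rises flagged agonists.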
# Starred values were filed as active, the others as inactive; ? = inconclusive; / = no result given; & = joins results of further samples; [ ] = remark or other dose. Unless noted, the call rests on the fitted dose curve; in most records, active means well fitted curve in the direction sought with a large enough effect; inconclusive means small, poorly fitted or top-dose-only effect, or another doubt; inactive means no such curve, though single readings can be large; an effect the other way counts as inactive or inconclusive. This is a subset; the hit share may differ from the screen's.
SMILES,RGS4 inh,ERG Ets-DNA blk,LDHA inh,12-LOX inh,D2 antagonist,Vif-APOBEC3G blk,GRP78 ERSR act,Vif-A3F inh,D2 agonist
O=C(O)CSc1nnc(COc2cccc3ccccc23)n1Cc1ccccc1,8.9%,12.0%,-4.1,-3.3%,3.8,-0.3%,-6.5%,-1.3%,2.1
CN(CCOCCOc1ccc(F)cc1)Cc1ccccc1,40.3%,17.2%,-17.6,?,12.0,0.0%,-3.1%,1.4%,-1.5
COc1cc2ccccc2cc1C(=O)N1CCN(c2ccccc2O)CC1,3.5%,11.7%,3.6,125.7%,12.8,-2.7%,0.7%,9.6%,-0.2
CCCCNc1ncnc2c1nnn2Cc1ccccc1Cl,2.3%,-3.9%,-0.9,0.3%,-11.1,-1.0%,0.6%,-0.1%,-1.6
CCCc1cc(C(=O)Nc2cc(C)on2)no1,11.9%,0.8%,-8.2,12.4%,/,2.4%,12.0%,-5.0%,/
Cc1nn2c(c1-c1ccccc1)N=C(c1ccco1)CC2c1ccccc1 (centres undefined),?,-9.2%,-3.4,-10.1%,11.2,-4.6%,-1.9%,-0.9%,-0.1
O=C(N/N=C/c1cc([N+](=O)[O-])ccc1Cl)c1cc(-c2ccccc2)nc2ccccc12,3.7%,6.6%,-3.0,-1.5%,-0.9,0.4%,-3.0%,1.6%,1.7
COc1ccc(OCC(=O)NCCc2c[nH]c3ccccc23)cc1,-0.1%,44.0%[activator],-1.7,0.0%,-7.7,-0.2%,-4.0%,9.9%,1.1
Cc1ccc(CN(CC(=O)NC(C)(C)C)C(=O)CNC(=O)c2cccs2)cc1,6.6%,2.9%,-5.3,-4.2%,5.1,-6.6%,-1.7%,1.7%,-0.5
O=C(O)CCCNc1cc(N2CCN(C3CCCCC3)CC2)c2noc3c2c1C(=O)c1ccccc1-3,?,?,-8.9,-6.7%,/,-0.6%,-2.9%,2.8%,/
O=C1NC(=O)C(CC(=O)N(Cc2ccco2)C2(C(=O)NC3CCCCC3)CCCCC2)N1 (centres undefined),-12.4%,2.6%,0.8,0.0%,2.5,-4.3%,2.7%,-5.7%,0.5
CC1(C)C/C(=N\O)c2cc3c(nc2C1)CCCC3,6.7%,5.5%,-4.6,-5.9%,-4.6,1.3%,0.3%,-2.0%,0.0
CNC(=O)c1cn(-c2ccccc2)c(=O)c2ccccc12,-3.5%,-10.9%,-10.1,?,12.6,0.2%,-1.6%,-2.2%,0.7
Cc1nc(NC(=O)CSc2nnc(N)s2)c(Cl)cc1Cl,-38.1%,-15.1%,2.6,-1.7%,10.5,-1.1%,-2.2%,7.6%,-0.5
CCc1ccc2[nH]c(=O)c(CN(Cc3ccccc3)Cc3nnnn3Cc3ccccc3)cc2c1,?,/,4.1,/,/,0.6%,2.3%,/,/
Cc1ccccc1NS(=O)(=O)c1ccc2[nH]cc(C(=O)N3CCCC3)c(=O)c2c1,-20.2%,-1.6%,1.0,-21.5%,/,0.7%,-3.3%,-3.2%,0.2
Cc1ccc(C(=O)c2cc([N+](=O)[O-])ccc2N2CCOCC2)cc1C,-11.3%,-0.5%,-6.1,?,7.9,?,-5.3%,2.0%,1.0
CCN(CC)C(=O)C[n+]1cccc(/C=N/O)c1,9.4%,-0.9%,-10.0,-0.7%,-0.1,0.4%,0.3%,-13.7%,1.9
Cc1cc(Cl)ccc1NC(=S)NCc1ccccc1Cl,-23.7%,-2.5%,-3.3,?,7.2,-0.2%,-2.0%,-12.5%,1.0
O=C(NCCc1ccccc1)C(NS(=O)(=O)c1cccc2nsnc12)c1ccccc1 (centres undefined),6.1%,17.0%,1.1,7.7%,-7.9,2.7%,-0.7%,-20.3%,1.5
O=C(Nc1ccncc1)c1ccc2ncsc2c1,-15.4%,10.4%,-3.4,-32.3%,22.4,0.5%,-2.0%,1.4%,-0.2
CC(C)(C)Cc1c(-c2ccco2)nc2ccc(Cl)cn12,/,/,-0.4,?,/,-8.6%,4.8%,/,/
COc1ccccc1CNCC(=O)Nc1ccc(N2CCOCC2)cc1,-3.2%[11.4 µM],-7.2%,-10.5,-15.4%,3.0,-0.2%,-2.2%,-4.6%,32.8*
CC(C)CC1C(=O)N(Cc2cn(CCC3OCCCO3)nn2)CCS(=O)(=O)N1Cc1ccc(-c2ccc(Cl)cc2)cc1 (centres undefined),/,/,0.2,-8.4%,/,-8.1%,-2.1%,0.8%,/
N#CCCNC(=O)CCN1CCCCC1,-40.1%,-15.2%,-3.1,315.7%[activator],-15.2,-0.7%,-4.1%,6.6%,-0.1
CCOc1ccc(N=CC2=C(O)CC(c3ccco3)CC2=O)cc1 (centres undefined),3.8%,7.0%,-2.4,-6.0%,-27.1,-0.9%,-1.2%,1.6%,-0.1
CC(C)CC(=O)N=Nc1c(O)[nH]c2ccccc12,13.4%,-3.1%,-3.6,-13.5%,2.9,3.8%,-0.9%,1.0%,9.5
Cc1cccn2c(=O)c(/C=C(\C#N)c3nc4ccccc4n3C)c(Oc3ccc(Br)cc3)nc12,14.0%,0.1%,4.9,-23.4%,/,-2.8%,-4.3%,?,/
O=C(Nc1ccc(N2CCN(C(=O)c3cccs3)CC2)cc1)c1cccc(F)c1,1.8%,-11.7%,-3.8,?,-7.0,?,3.8%,6.8%,0.0
CN(CC(=O)Nc1ccc(F)c(F)c1F)C(=O)Cc1ccc2c(c1)OCCO2,-5.3%,-16.6%,-5.1,13.8%,35.1*,2.1%,-3.7%,1.8%,-0.1
CC1CN(C2CCCCC2)c2nc3c(c(=O)[nH]c(=O)n3C)n2C1 (centres undefined),-42.8%,5.2%,-1.8,-4.8%,/,0.0%,-2.0%,1.9%,/
N#C/C(=C(/O)c1ccc(C(=O)c2ccccc2)cc1)c1nc2ccccc2[nH]1,9.8%,3.5%,-1.8,4.2%,2.6,-3.8%,0.0%,-5.1%,-0.3
COc1ccc(CNC(=O)[C@@H](NC(=O)C2CCN(C(=O)[C@@H](N)Cc3ccccc3)CC2)C(C)C)cc1,7.2%,-8.7%,1.0,22.8%,-5.6,1.4%,-3.3%,-7.2%,2.6
Cc1cc(C)cc(NC(=S)/N=C(\N)Nc2nc(C)c3ccccc3n2)c1,-47.2%,/,-8.1,44.7µM*,-5.2,1.0%,-3.7%,-14.5%,0.5
Cc1ccc(S(=O)(=O)NC2(C(F)(F)F)NC(=O)N(c3ccc(F)cc3)C2=O)cc1 (centres undefined),-4.3%&18.7%,9.6%&10.5%,-6.5&-9.3,29.7%&-12.0%,2.9,0.6%&-2.9%,-1.6%&4.3%,4.6%&-6.7%,0.4
CCN(CC(=O)NCc1ccc(Cl)cc1)Cc1cc(=O)n2ccsc2n1,-9.2%,13.2%,-4.1,14.3%,13.8,-8.3%,3.2%,2.2%,-0.1
Nc1cc(=O)[nH]c(SCC(=O)N2CCC(Cc3ccccc3)CC2)n1,-24.0%,-5.0%,-0.5,6.2%,-22.5,4.4%,-6.0%,2.5%,-0.6
CCOC(=O)c1c(C)nc2c(c(SC)nn2-c2ccccc2)c1N,-11.5%,10.5%,-4.0,2.6%,5.4,-3.5%,-3.2%,-14.2%,0.8
CC1(C(=O)Nc2ccccc2)CCN1C(=O)C1(c2ccc(Cl)cc2)CC1 (centres undefined),/,/,-2.2,-21.9%,/,-3.0%,-1.9%,/,/
Cc1cc(C(=O)NC(C)C2CCCO2)cs1 (centres undefined),11.1%,-2.6%,-5.8,-23.6%,6.4,1.3%,-1.9%,3.6%,-0.3
Cc1cccc(-c2nc(C)c(CCNC(=O)C(=O)Nc3cccc(Cl)c3C)s2)c1,-23.6%,1.7%,-5.4,0.0%,/,-3.6%,-2.8%,-3.0%,-0.4
O=C(N/N=C/c1ccccc1O)c1ccncc1,-9.7%,10.1%,-13.2,-5.6%,3.6,0.3%,0.3%&-3.3%,5.3%,1.5
Cc1ccc2nc(SCC(=O)Nc3nonc3C)[nH]c2c1,-22.7%,-6.2%,2.7,-26.7%,0.9,-0.3%,7.9%,-1.5%,-2.8
CCOc1ccc(NC(=O)CN(C)C(=O)c2cc(C)on2)cc1OCC,4.5%,-3.9%,-3.8,?,/,-0.5%,-0.9%,3.3%,/
CCc1ccccc1NC1=CC(=O)CC(C)(C)C1,21.3%,-4.3%,-6.1,-1.0%,-11.8,2.7%,0.4%,1.5%,-0.1
